AID2073: inhibitors of Mint1-CaV2.2 protein interaction, biochemical, HTRF (AID 2073). Voltage-dependent N-type calcium channel subunit alpha-1B (Homo sapiens). HTRF protein-protein interaction, Mint1-CaV2.2; higher % means a stronger effect. inhibition, % at 20 µM; hits with a dose series show IC50 in µM. actives 0.19% (n = 290,000); in the data active means inhibition mostly above about 51%, no sharp cut-off; inconclusive means no clear call, values can overlap the other calls; inactive means mostly below about 53%; further: some results filed as inactive read as strong as hits
RSV CPE inhibition: RSV antiviral activity via CPE protection, HEp-2 cells, primary 10 µM value included (AID 2391). CPE inhibition, % at 10 µM; hits with a dose series show IC50 in µM. actives 0.13% (n = 310,000). HEp-2 cells, RSV-induced CPE inhibition; higher % means a stronger effect; in the data active means a potency from the dose series; inconclusive means CPE inhibition mostly from about 23% at the one dose, without a potency; inactive means the rest, 99 in 100 with CPE inhibition below about 21%; further: strong numbers were not always called active
Rac1 GTP hydrolysis: MgcRacGAP GTPase-activating activity inhibitors, confirmation, biochemical, ADP Hunter fluorescence; Rac GTPase-activating protein 1 (Homo sapiens); MgcRacGAP-stimulated Rac1 GTP hydrolysis, ADP Hunter fluorescence; higher % means a stronger effect; GST-tagged Rac1 F28L mutant substrate; actives 0.6% (n = 340,000); inhibition, % at 30 µM, or IC50 in µM where a hit was titrated;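 active means first-screen hits whose inhibition reached a set limit at any dose in the follow-up dose series; inconclusive means inhibition above the set first-screen limit but never retested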;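 further: fluorescence reports GDP produced by GAP-driven GTP hydrolysis; strong numbers were not always called active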
SIAH1 antagonists: Siah-1 peptide-binding antagonists, primary screen, biochemical, fluorescence polarization, rhodamine-plectin, uHTS (AID 1817). Siah-1 / rhodamine-plectin peptide fluorescence polarization; higher % means a stronger effect. actives 0.02% (n = 290,000). E3 ubiquitin-protein ligase SIAH1 (Homo sapiens). one-dose displacement, % at 20 µM; IC50 in µM for titrated hits;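 active means displacement of at least 50% at 20 µM, with a fluorescence ratio check between 0.3 and a set limit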;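 further: plate controls were Siah plus tracer with DMSO for no effect and tracer alone without Siah for full effect; strong numbers were not always called active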
NS5 inhibitors: Dengue-2 NS5 methyltransferase inhibitors, primary screen, biochemical, confirmation dose response (AID 588689); Genome polyprotein (Dengue virus type 2 (strain 16681-PDK53)); Dengue-2 NS5 methyltransferase capping enzyme assay, biochemical; higher % means a stronger effect; inhibition, % at 25 µM, or IC50 in µM where a hit was titrated; actives 0.3% (n = 340,000); in the data active means a potency from the dose series; inconclusive means inhibition above about 29% without an active follow-up result
XIAP displacement: XIAP antagonists, biochemical, IAP family, fluorescence polarization (AID 1018); one-dose displacement, % at 20 µM; IC50 in µM for titrated hits; E3 ubiquitin-protein ligase XIAP (Homo sapiens); XIAP BIR domain, fluorescence polarization peptide displacement; higher % means a stronger effect; actives 0.007% (n = 200,000); in the data active means displacement above about 50%; further: a part of the inactive calls stands beside numbers as strong as those of hits
HIV fusion peptide: inhibitors of HIV fusion peptide binding, primary screen, biochemical, uHTS, fluorescence dequenching (AID 1986). cell-free peptide binding, fluorescence dequenching, 30 min; higher % means a stronger effect. inhibition, % at 20 µM; hits with a dose series show IC50 in µM. actives 0.3% (n = 290,000); in the data active means inhibition mostly above about 52%, no sharp cut-off; inactive means mostly below about 76%; further: some results filed as inactive read as strong as hits
LYP inhibition: inhibitors of LYP phosphatase, biochemical, fluorescence intensity, uHTS (AID 1779) | Tyrosine-protein phosphatase non-receptor type 22 (Homo sapiens) | recombinant LYP phosphatase, fluorescence intensity; higher % means a stronger effect | inhibition, % at 11.5 µM, or IC50 in µM where a hit was titrated | actives 0.054% (n = 290,000); in the data active means inhibition above about 50%;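 further: plate controls were vehicle with enzyme for no effect and no enzyme for full effect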
SV40 large T antigen: SV40 large T antigen inhibitors, biochemical (AID 1903); SV40 large T antigen ATPase/helicase inhibition assay; higher % means a stronger effect; inhibition, % at 20 µM; hits with a dose series show IC50 in µM; actives 0.39% (n = 310,000); in the data active means a potency from the dose series; inconclusive means inhibition mostly from about 32% at the one dose, without a potency; inactive means the rest, 99 in 100 with inhibition below about 32%; further: strong numbers were not always called active
NS5 inhibitors pilot replicate: further read-out of NS5 inhibitors, marked with its call; inhibition, %; measured here: pilot screen replicate inhibition
The depositor's hits bear a star; ? = inconclusive; . = not tested or not shown.

SMILES	AID2073	RSV CPE inhibition	Rac1 GTP hydrolysis	SIAH1 antagonists	NS5 inhibitors	XIAP displacement	HIV fusion peptide	LYP inhibition	SV40 large T antigen	others
CCCCC(=O)N/N=C/c1c(O)n(-c2ccccc2)c(=O)[nH]c1=O	9%	.	1%	15%	-4%	.	7.3%	-8%	2%
Cc1cccc(OCC(=O)N2CCN(Cc3ccc([N+](=O)[O-])cc3)CC2)c1	12%	19%	19%	8%	-2%	-8.3%	-1.3%	2%	24%
COc1ccc(/C=C/C(=O)c2c(O)n(CCC3=CCCCC3)c(=O)[nH]c2=O)cc1OC	6%	-4.1%	5%	15%	?	.	30%	-1%	13%
COC(=O)CC(=O)c1ccc2c(c1)OCO2	.	2.5%	2%	.	-5%	.	.	.	10%
Cc1cccc(-n2c(O)c(C=NCCN3CCCCC3)c(=O)[nH]c2=O)c1	5%	1.7%	9%	3%	-10%	.	-0.7%	-5%	22%
CN1CCC(N2CC3CC(C2)c2cccc(=O)n2C3)CC1 (configuration not stated)	16%	-0.4%	0%	3%	-4%	-6.1%	1.9%	-19%	0%
CCN(CC)CCCOC(=O)C(OC(C)C)(c1ccccc1)c1ccccc1	-1%	-0.8%	-13%	7%	-3%	-5.0%	1.3%	-1%	7%
O=c1cccc2n1C[C@@H]1C[C@@H]2CN(CC(O)c2ccc([N+](=O)[O-])cc2)C1 (some centres not stated)	-6%	1.1%	6%	12%	-1%	.	2.4%	-11%	0%
CC(C)c1ccccc1NC1=NCCCS1	3%	2.8%	4%	2%	-1%	.	0.0%	-1%	8%
C=CCn1c(O)c(C(CC)=NC2CC2)c(=O)[nH]c1=O	-3%	3.0%	5%	2%	-8%	-1.2%	-0.1%	-11%	4%
CCC(=O)N1CC(=O)Nc2ccc(F)cc2C1c1ccccc1 (configuration not stated)	-7%	2.1%	-5%	-3%	-3%	-3.4%	0.7%	-5%	1%
Clc1ccc2[nH]c3c(c2c1)CCNC3	-2%	-0.4%	8%	2%	-10%	.	-0.8%	-14%	7%
Cc1ccc(-c2nc3ccccc3c(=O)n2-c2cccc(C)n2)cc1	16%	-0.4%	.	-3%	.	-12%	-1.3%	-8%	24%
CC(=O)N1CC(=O)Nc2ccc(Br)cc2C1c1ccc(F)cc1 (configuration not stated)	8%	0.5%	4%	-4%	-1%	.	-0.8%	-8%	1%
CC1CN=C(NCc2ccncc2)S1 (configuration not stated)	-2%	2.0%	8%	0%	1%	1.9%	-1.7%	-4%	6%
CCOc1ccccc1CNCCc1ccc2c(c1)OCO2	14%	-0.5%	9%	11%	-10%	.	0.0%	-8%	5%
O=[N+]([O-])c1ccc(N2CCCCCC2)c2nonc12	18%	-1.6%	14%	34%	?	.	199%	-6%	1%
COc1ccc(C2SCC(=O)Nc3c2c(C)nn3C2CCOC(C)(C)C2)cc1OC (configuration not stated)	-28%	3.1%	5%	-2%	-2%	-8.1%	-1.1%	-8%	14%
O=C1CC(c2ccccc2)CC(O)=C1C=NCCN1CCN(C(=O)Cc2ccccc2)CC1 (configuration not stated)	-4%	1.6%	4%	-4%	-2%	-4.0%	1.0%	3%	21%
O=C(O)c1sc2cc(Cl)ccc2c1Cl	23%	2.9%	.	16%	.	.	1.6%	-7%	9%
OC(CN1CCCCC1)c1c[nH]c2ccccc12 (configuration not stated)	8%	0.4%	15%	-8%	-4%	.	-0.8%	-9%	0%
O=c1[nH]c(=S)n(CCC2=CCCCC2)c(O)c1/C=N/Nc1ccccc1	-2%	-0.6%	11%	-2%	-8%	.	34%	0%	18%
O=C1/C(=C/c2cc([N+](=O)[O-])ccc2Cl)N2CCC1CC2	6%	0.0%	1%	4%	-10%	-2.3%	-1.9%	3%	7%
CC(=O)Nc1ccccc1OP1(=O)COc2ccccc2OC1	-1%	0.8%	7%	4%	-2%	-6.6%	3.6%	-13%	6%
O=C(c1cccc2ccccc12)C1CCCN(C2CCC2)C1 (configuration not stated)	2%	-2.1%	2%	-6%	-7%	-1.1%	0.6%	-6%	2%

The final 4 entries of the part before come first, to join the parts.
SMILES	AID2073	RSV CPE inhibition	Rac1 GTP hydrolysis	SIAH1 antagonists	NS5 inhibitors	XIAP displacement	HIV fusion peptide	LYP inhibition	SV40 large T antigen	others
O=c1[nH]c(=S)n(CCC2=CCCCC2)c(O)c1/C=N/Nc1ccccc1	-2%	-0.6%	11%	-2%	-8%	.	34%	0%	18%
O=C1/C(=C/c2cc([N+](=O)[O-])ccc2Cl)N2CCC1CC2	6%	0.0%	1%	4%	-10%	-2.3%	-1.9%	3%	7%
CC(=O)Nc1ccccc1OP1(=O)COc2ccccc2OC1	-1%	0.8%	7%	4%	-2%	-6.6%	3.6%	-13%	6%
O=C(c1cccc2ccccc12)C1CCCN(C2CCC2)C1 (configuration not stated)	2%	-2.1%	2%	-6%	-7%	-1.1%	0.6%	-6%	2%
CN1C(C(=O)N2CCC3(CC2)OCCO3)=CC(c2ccc(F)cc2)=NS1(=O)=O	11%	2.3%	15%	-1%	1%	.	1.5%	-5%	3%
CCCCn1c(O)c(C(C)=NC(C)c2ccccc2)c(=O)[nH]c1=O (configuration not stated)	16%	6.4%	-1%	-2%	-6%	-3.3%	-0.6%	-9%	8%
CCCCn1c(O)c(C=NC2CC3CCC2(C)C3(C)C)c(=O)[nH]c1=O (configuration not stated)	-1%	0.9%	5%	-2%	-4%	-7.7%	2.4%	5%	0%
Cc1ccccc1C1=NCC(=S)Nc2ccc(Cl)cc21	-7%	1.2%	4%	-2%	-4%	-20%	-1.8%	-5%	7%
COc1ccc(CN2C(=O)NC(=O)/C(=C/c3ccoc3)C2=O)cc1	8%	.	14%	22%	-117%	.	146%	-2%	37µM*
CN1CC2([N+](=O)[O-])CC=C(Cl)C([N+](=O)[O-])(C1)C2 (configuration not stated)	-1%	-0.1%	14%	4%	2%	-4.2%	0.8%	2%	7%
CC(C)(C)C(=O)c1cn(Cc2ccccc2)c2ccccc12	4%	1.0%	4%	-6%	-11%	-3.4%	-0.8%	1%	6%
CCN(CC)C(=O)c1ccc(NC(=O)CCCSc2ccccc2)cc1	-3%	2.5%	13%	6%	-4%	-4.2%	-1.0%	-6%	3%
C=C(C=O)CC1CC(O)[C@]2(C)OC3CC4OC5C[C@]6(C)O[C@]7(C)CCC8OC9C[C@]%10(C)OC%11C(C)=CC(=O)OC%11CC%10OC9C[C@@H](C)C8OC7CC6O[C@]5(C)CC5OC5C4OC3CC2O1 (some centres not stated)	16%	-4.5%	5%	1%	16%	-10%	-0.5%	7%	46%
Cn1cccc1CNCCc1ccc(F)cc1	-7%	1.7%	5%	2%	-1%	-3.6%	3.5%	-3%	4%
O=C1NC(=O)C2(Cc3c(nc4ccccn4c3=O)N3CCCCCC32)C(=O)N1Cc1ccccc1 (configuration not stated)	-11%	11%	11%	6%	-4%	-2.5%	-0.9%	-2%	20%
Cc1cc(O)c2c3c(c(=O)oc2c1)CCC(C)C3 (configuration not stated)	30%	?	11%	-2%	-1%	.	-1.2%	-10%	6%
O=c1[nH]c(O)c(C=Nc2ccccc2Sc2ccccc2)c(=O)[nH]1	21%	2.8%	0%	26%	-1%	.	1.4%	-5%	7%
NC1C2CN3CCN(C2)CC1(c1ccccc1)C3 (configuration not stated)	6%	-0.5%	10%	14%	3%	.	-1.1%	0%	16%
O=C(COc1ccc(Br)cc1)N1CCN(Cc2ccncc2)CC1	-3%	.	15%	10%	1%	-5.0%	-2.8%	-3%	16%
CCOC(=O)CC1=C(C(=O)OCC)C2(C(=O)N1)C(C(=O)OC)=C(N)Oc1ccccc12 (configuration not stated)	10%	1.2%	-4%	2%	-10%	-4.5%	-2.2%	-2%	21%
CC1CCCN(c2ccc(C(=O)N3CCC4(CC3)OCCO4)cc2[N+](=O)[O-])C1 (configuration not stated)	8%	0.9%	-10%	6%	2%	-5.3%	-1.7%	2%	4%
Nc1nnc(P(c2ccccc2)c2ccccc2)s1	10%	.	0%	-2%	-4%	.	0.2%	0%	10%
CCCn1c(C)cc(C=O)c1C	7%	-1.6%	5%	7%	-2%	-7.4%	-1.0%	-7%	4%
COc1ccc(CCNC(=O)c2c(N)n(CCN3CCOCC3)c3nc4ccccc4nc23)cc1OC	3%	?	7%	-2%	-2%	-3.7%	-1.8%	-2%	6%
CC(=O)O[C@H]1C(=O)[C@@]2(C)C([C@H](OC(=O)c3ccccc3)[C@]3(O)C[C@H](OC(=O)[C@H](O)[C@@H](NC(=O)Cc4ccccc4)c4ccccc4)C(C)=C1C3(C)C)[C@]1(OC(C)=O)CO[C@@H]1C[C@@H]2O (some centres not stated)	-3%	.	-1%	0%	-1%	.	1.3%	-5%	5%
CS(=O)(=O)N1CCCC(C(=O)N2CCC3(CC2)OCCO3)C1 (configuration not stated)	1%	1.3%	-9%	4%	1%	-2.1%	1.0%	-10%	0%
CCCN(CCC)C1Cc2cc(OC)c(OC)cc2C1	.	-2.1%	5%	.	-10%	.	.	.	11%
O=C1C2CCN(CC2)[C@@H]1Cc1ccc2ccccc2c1O	-12%	-0.2%	14%	3%	1%	-0.6%	0.5%	-1%	21%
CC(=O)NC1CC2CCC(C1)N2 (configuration not stated)	-7%	2.2%	6%	1%	0%	-3.2%	-0.1%	-4%	20%	NS5 inhibitors pilot replicate=-0.6
Additional compounds.
SMILES	AID2073	RSV CPE inhibition	Rac1 GTP hydrolysis	SIAH1 antagonists	NS5 inhibitors	XIAP displacement	HIV fusion peptide	LYP inhibition	SV40 large T antigen	others
c1ccc(CNCCc2ccc3c(c2)OCO3)nc1	12%	-1.5%	20%	13%	-4%	-6.0%	0.4%	-4%	-4%
O=c1[nH]c(=S)[nH]c(O)c1C(c1ccccn1)c1c(O)[nH]c(=S)[nH]c1=O	8%	2.6%	1%	7%	-4%	-4.6%	5.8%	-9%	13%
CCCCCn1c(=O)c(C(=O)Nc2cc(C)ccn2)c(O)c2ccccc21	7%	19%	13%	3%	7%	.	1.4%	1%	5%
O=c1[nH]c(=S)n(Cc2ccc(F)cc2)c(O)c1C=NCc1ccc2c(c1)OCO2	32%	.	6%	17%	2%	.	1.7%	-9%	20%
CCCCCCOC(=O)c1ccccc1N	3%	0.8%	5%	0%	4%	1.0%	-0.1%	-5%	9%
Cc1cc(C=O)c(C)n1C1CCCCC1	46%	0.8%	0%	3%	-11%	-2.7%	1.3%	4%	3%
CC12CN3CCN(C1)CC(C)(C3)C2=NN	-1%	0.3%	10%	16%	-6%	.	-0.9%	-8%	7%
CCCN(CCC)C1CCc2cccc(O)c2C1 (configuration not stated)	.	0.8%	10%	.	2%	.	.	.	7%
O=C1CC(=O)N(c2cccc(Cl)c2)C(=O)N1	3%	2.8%	13%	4%	-14%	-8.3%	15%	-5%	28%

Assay outcomes from PubChem BioAssay.

An excerpt; the hit share may differ from the screen's.
